BH1578 lux ind: inducers of Vibrio cholerae quorum light production without autoinducers, primary screen, BH1578 luxS cqsA deficient, single point. activation, % at 18.7 µM. 350,000 compounds, 0.16% hits. V. cholerae BH1578 lux reporter, luminescence, 6 h; in the data active = activation mostly above about 9.7%, no sharp cut-off; note: not every result past the cut was called active; inactives centre near 0; reference of the scale not given here
VHR inh abs: VHR1 phosphatase inhibitors, primary screen, biochemical, absorbance, uHTS. recombinant VHR phosphatase, pNPP absorbance. inhibition, % at 13.3 µM. 290,000 compounds, 0.52% hits. AID 1654, 2009; in the data active = inhibition above about 50%; note: some compounds called inactive have numbers as strong as hits
Target sequence (P51452 whole entry, looked up): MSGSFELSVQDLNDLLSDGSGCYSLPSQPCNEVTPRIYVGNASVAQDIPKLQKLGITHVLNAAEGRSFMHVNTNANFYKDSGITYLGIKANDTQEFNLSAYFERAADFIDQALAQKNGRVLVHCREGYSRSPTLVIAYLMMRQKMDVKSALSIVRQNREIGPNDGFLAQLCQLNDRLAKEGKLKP
SSB-PriA inh: inhibitors of Klebsiella pneumoniae PriA binding to SSB C-terminal tail, primary screen, biochemical, AlphaScreen | AlphaScreen SSBct-PriA binding, biotinylated peptide | 430,000 compounds, 0.6% hits | inhibition, % at 33 µM | PriA–SSB C-terminal tail interaction (Klebsiella pneumoniae); in the data active = inhibition mostly above about 37%, no sharp cut-off; inactive = mostly below about 20%;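 note: plate controls were negative control peptide for no effect and reference peptide for full effect; strong numbers were not always called active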
MazF activator: activators of E. coli MazEF toxin-antitoxin RNase, primary screen, biochemical, fluorescence, uHTS. AID 504720, 2011. 350,000 compounds, 0.32% hits. FAM/BHQ RNA-DNA oligo cleavage fluorescence, 5 h. Endoribonuclease toxin MazF (Escherichia coli (strain K12)), P0AE70. activation, % at 20 µM; in the data active = activation above about 50%
Target sequence (P0AE70 whole entry, looked up): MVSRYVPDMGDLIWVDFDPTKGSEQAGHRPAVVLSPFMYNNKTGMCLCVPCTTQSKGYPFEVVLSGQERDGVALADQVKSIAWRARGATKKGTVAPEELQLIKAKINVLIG
Mtb BioA inh: M. tuberculosis BioA enzyme inhibitors, primary screen, biochemical, plate reader, single point, HTS; 7,8-diaminopelargonic acid synthase BioA (Mycobacterium tuberculosis); purified M. tuberculosis BioA enzyme; inhibition, % at 9.99 µM; 360,000 compounds, 0.096% hits; in the data active = inhibition above about 40%
Mtb UGM inh: M. tuberculosis UGM enzyme inhibitors, primary screen, biochemical, fluorescence polarization, single point. UDP-galactopyranose mutase (Mycobacterium tuberculosis (strain ATCC 25618 / H37Rv)), …. purified UGM, fluorescence polarization probe displacement. inhibition, % at 10 µM. 320,000 compounds, 0.06% hits; in the data active = inhibition above about 10%, passing the limit was not always enough
FBA Mtb inh: Mtb FBA enzyme inhibitors, primary screen, biochemical, fluorescence, strain H37Rv | inhibition, % at 1 µM | AID 588726, 2011 | 360,000 compounds, 2.3% hits | purified M. tuberculosis FBA, fluorescence read-out; in the data active = inhibition above about 27%;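 note: 0% = vehicle and 100% = reference inhibitor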
Target sequence (P9WQA3 whole entry, looked up): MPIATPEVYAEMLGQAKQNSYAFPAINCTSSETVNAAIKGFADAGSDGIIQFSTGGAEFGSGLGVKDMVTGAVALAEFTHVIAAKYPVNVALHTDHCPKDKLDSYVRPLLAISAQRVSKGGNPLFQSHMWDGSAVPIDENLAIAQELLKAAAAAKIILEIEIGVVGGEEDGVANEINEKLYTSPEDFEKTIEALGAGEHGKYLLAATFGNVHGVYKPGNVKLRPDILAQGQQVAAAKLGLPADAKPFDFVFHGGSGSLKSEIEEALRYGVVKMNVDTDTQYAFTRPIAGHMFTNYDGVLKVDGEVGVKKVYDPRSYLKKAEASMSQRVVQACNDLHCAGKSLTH
SARS 3CLpro inh: SARS-CoV 3CLpro protease inhibitors, primary screen, biochemical, quenched FRET. Replicase polyprotein 1ab (Severe acute respiratory syndrome coronavirus), P0C6X7. recombinant SARS-CoV 3CLpro, quenched FRET peptide cleavage. inhibition, % at 6 µM. 290,000 compounds, 0.14% hits; in the data active = inhibition above about 12%
GDH-TPI counter: GDH-TPI coupling enzyme inhibitors, primary screen, artefact control for M. tuberculosis FBA inhibitor project, biochemical, absorbance, full deck; AID 588335, 2011; 360,000 compounds, 1.2% hits; inhibition, % at 4.8 µM; GDH-TPI coupled enzyme counterscreen, NADH absorbance; in the data active = inhibition above about 30%;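 note: 0% = DMSO wells and 100% = wells lacking the enzyme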
Rv3671c inh: Rv3671c serine protease inhibitors, primary screen, biochemical, fluorescence polarization, M. tuberculosis H37Rv; inhibition, % at 5.96 µM; 320,000 compounds, 0.048% hits; in the data active = inhibition above about 38%;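 note: extracellular domain of Rv3671c used as enzyme; 0% = enzyme with DMSO and 100% = no enzyme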
Target sequence (P9WHR9 whole entry, looked up, the tested form may be a part): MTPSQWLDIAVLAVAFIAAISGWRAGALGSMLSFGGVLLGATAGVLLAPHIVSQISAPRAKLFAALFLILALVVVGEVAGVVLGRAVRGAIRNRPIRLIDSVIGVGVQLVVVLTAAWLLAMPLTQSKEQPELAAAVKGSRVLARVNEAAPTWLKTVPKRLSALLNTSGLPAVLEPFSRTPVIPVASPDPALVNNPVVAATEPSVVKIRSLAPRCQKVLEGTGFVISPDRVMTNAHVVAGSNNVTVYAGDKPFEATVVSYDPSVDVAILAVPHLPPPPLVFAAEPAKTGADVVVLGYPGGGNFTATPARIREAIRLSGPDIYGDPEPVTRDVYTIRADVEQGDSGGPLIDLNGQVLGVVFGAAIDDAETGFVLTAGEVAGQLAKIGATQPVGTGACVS
* hit, by the source's call; ! = not confirmed by another sample. Not all compounds are listed, so the mix of outcomes need not match the whole.

`Cc1cc(C)c2c(N)c(C(=O)N3CCc4ccccc4C3)sc2n1` gave BH1578 lux ind -1.3, VHR inh abs 20, SSB-PriA inh 9, MazF activator -16, Mtb BioA inh 1.9, Mtb UGM inh 0.7, FBA Mtb inh -2, SARS 3CLpro inh 5, GDH-TPI counter -2 and Rv3671c inh -7.
Screening CC1CCc2nc(NC(=O)CN3CCN(c4ccccc4)CC3)sc2C1 (configuration not stated) returned BH1578 lux ind inactive, VHR inh abs 3, SSB-PriA inh 3, MazF activator 0, Mtb BioA inh -1.5, Mtb UGM inh 1.1, FBA Mtb inh 1, SARS 3CLpro inh -1, GDH-TPI counter 3 and Rv3671c inh 1.
Nc1nc(NCC2CCCO2)nc(Nc2ccccc2F)c1[N+](=O)[O-] (configuration not stated) was read as BH1578 lux ind -0.9, VHR inh abs 16, SSB-PriA inh -7, MazF activator 4, Mtb BioA inh -0.9, Mtb UGM inh -4.2, FBA Mtb inh 1, SARS 3CLpro inh -2, GDH-TPI counter 10 and Rv3671c inh 0.
Screening COc1ccc(CN2C(=O)c3cccnc3C2=O)cc1S(=O)(=O)N(C)c1ccc(C)cc1 returned BH1578 lux ind -0.1, VHR inh abs 15, SSB-PriA inh 3, MazF activator 3, Mtb BioA inh 1.0, Mtb UGM inh 2.2, FBA Mtb inh 2, SARS 3CLpro inh 7, GDH-TPI counter -9 and Rv3671c inh -8.
Screening Cc1ccc2[nH]c(=O)c(CN(Cc3ccco3)C(=O)N3CCOCC3)cc2c1 returned BH1578 lux ind -0.1, VHR inh abs 30, SSB-PriA inh 3, MazF activator -12, Mtb UGM inh 2.1, FBA Mtb inh 7, SARS 3CLpro inh 4, GDH-TPI counter 10 and Rv3671c inh -3.
CN1CCN(S(=O)(=O)c2ccc(SCCOc3ccc(Cl)cc3)nc2)CC1 was read as BH1578 lux ind inactive, SSB-PriA inh 2, MazF activator -8, Mtb UGM inh 0.8, FBA Mtb inh -3, GDH-TPI counter 2 and Rv3671c inh -3.
`CCOc1ccc2nc(N(CCN(C)C)C(=O)c3ccc4ccccc4c3)sc2c1` gave BH1578 lux ind -0.4, VHR inh abs -16, SSB-PriA inh 45*!, MazF activator 4, Mtb BioA inh -0.6, Mtb UGM inh -6.3, FBA Mtb inh 1, SARS 3CLpro inh 3, GDH-TPI counter -1 and Rv3671c inh 3.
Screening O=C(COC(=O)C1COc2ccccc2O1)NC1CCCCC1 (configuration not stated) returned BH1578 lux ind -3.2, SSB-PriA inh 6, MazF activator 7, Mtb BioA inh 7.7, Mtb UGM inh -0.6, FBA Mtb inh 12, GDH-TPI counter 3 and Rv3671c inh 9.
Screening O=C(Nc1ccc(F)c([N+](=O)[O-])c1)C(=O)c1c(O)[nH]c2ccccc12 returned BH1578 lux ind -2.6, VHR inh abs 6, SSB-PriA inh 2, MazF activator 2, Mtb UGM inh 1.6, FBA Mtb inh -8, SARS 3CLpro inh 0, GDH-TPI counter -5 and Rv3671c inh -1.
Screening O=C(OCC(=O)N1CCCc2ccccc21)c1ccccc1OC(F)F returned BH1578 lux ind inactive, SSB-PriA inh -15, MazF activator -5, Mtb BioA inh -1.9, Mtb UGM inh 3.8, FBA Mtb inh -2, GDH-TPI counter 1 and Rv3671c inh 2.
For CC(C)c1ccc(/C=C(/C#N)c2nnc(NC(=O)c3ccccc3)s2)cc1 the results were BH1578 lux ind -0.7, VHR inh abs 5, SSB-PriA inh 1, MazF activator 8, Mtb UGM inh -6.0, FBA Mtb inh 6, SARS 3CLpro inh -1, GDH-TPI counter 11 and Rv3671c inh 6.
COc1ccc(N2C(=O)CC(NNc3nc4ccccc4s3)C2=O)cc1 (configuration not stated) was read as BH1578 lux ind inactive, VHR inh abs 1, SSB-PriA inh -18, MazF activator -25, Mtb BioA inh -1.2, Mtb UGM inh 4.3, FBA Mtb inh 4, SARS 3CLpro inh 5, GDH-TPI counter 2 and Rv3671c inh 2.
Screening FC(F)(F)c1ccccc1-n1c(-c2cnccn2)n[nH]c1=S returned BH1578 lux ind inactive, VHR inh abs 5, SSB-PriA inh -10, MazF activator 10, Mtb UGM inh 0.8, FBA Mtb inh -19, SARS 3CLpro inh 1, GDH-TPI counter 4 and Rv3671c inh 3.
`S=C(Nc1ccc(Br)cc1)N1CCn2cccc2C1c1cccnc1` (configuration not stated) gave BH1578 lux ind -0.4, VHR inh abs 16, SSB-PriA inh 9, MazF activator 6, FBA Mtb inh 2, SARS 3CLpro inh 1 and GDH-TPI counter -2.
CCC(c1nnc(SCc2nc3ccccc3s2)n1Cc1ccccc1)N(C)C (configuration not stated) was read as BH1578 lux ind -0.4, VHR inh abs -1, SSB-PriA inh 3, MazF activator -12, Mtb BioA inh 2.4, Mtb UGM inh -1.5, FBA Mtb inh -2, SARS 3CLpro inh 1, GDH-TPI counter 6 and Rv3671c inh -2.

In the list so far, 2 contain an aryl methoxy group:
Screening COc1ccc(CN2C(=O)c3cccnc3C2=O)cc1S(=O)(=O)N(C)c1ccc(C)cc1 returned BH1578 lux ind -0.1, VHR inh abs 15, SSB-PriA inh 3, MazF activator 3, Mtb BioA inh 1.0, Mtb UGM inh 2.2, FBA Mtb inh 2, SARS 3CLpro inh 7, GDH-TPI counter -9 and Rv3671c inh -8.
COc1ccc(N2C(=O)CC(NNc3nc4ccccc4s3)C2=O)cc1 (configuration not stated) was read as BH1578 lux ind inactive, VHR inh abs 1, SSB-PriA inh -18, MazF activator -25, Mtb BioA inh -1.2, Mtb UGM inh 4.3, FBA Mtb inh 4, SARS 3CLpro inh 5, GDH-TPI counter 2 and Rv3671c inh 2.

The list goes on.
Screening COc1ccc(CCNC(=O)C2CCN(Cc3nc(-c4ccccc4C)oc3C)CC2)cc1OC returned BH1578 lux ind -1.3, VHR inh abs 8, SSB-PriA inh -16, MazF activator 4, Mtb BioA inh -0.6, Mtb UGM inh 2.0, FBA Mtb inh -1, SARS 3CLpro inh 5, GDH-TPI counter 17 and Rv3671c inh 2.
CCOC(=O)c1cnc2c(-c3ccc(F)cc3)cnn2c1C(F)(F)F was read as BH1578 lux ind inactive, VHR inh abs 8, SSB-PriA inh 8, MazF activator -7, FBA Mtb inh 74*, SARS 3CLpro inh -2 and GDH-TPI counter 13.
Screening N/C(=N\OC(=O)CCC1CCCCC1)c1ccccn1 returned BH1578 lux ind 2.2, VHR inh abs 18, MazF activator -2, Mtb BioA inh -0.6, Mtb UGM inh 1.5, FBA Mtb inh -3, SARS 3CLpro inh 0, GDH-TPI counter 9 and Rv3671c inh 2.
C=CCC[C@@H](Cc1ccc(F)cc1)C(=O)OC[C@@H](C)NC(=O)[C@H](CC=C)CC(=O)N(CCO)Cc1ccccc1 was read as BH1578 lux ind -6.7, SSB-PriA inh -2, MazF activator 4, Mtb BioA inh -0.4, Mtb UGM inh 0.8, FBA Mtb inh 2, GDH-TPI counter 12 and Rv3671c inh -4.
`C=CCNC(=O)CSc1nc2ccccc2c(=O)n1CCc1ccc(OC)c(OC)c1` gave BH1578 lux ind inactive, VHR inh abs 1, SSB-PriA inh -2, MazF activator -3, Mtb BioA inh -1.6, Mtb UGM inh 0.2, FBA Mtb inh -2, SARS 3CLpro inh -2 and GDH-TPI counter 9.
Screening CCC(CC)C(=O)Nc1cccc(C(=O)NC(C)(C)C)c1 returned BH1578 lux ind -0.3, VHR inh abs 8, SSB-PriA inh -5, MazF activator -1, Mtb BioA inh -0.6, Mtb UGM inh 1.2, FBA Mtb inh -3, SARS 3CLpro inh 5, GDH-TPI counter -5 and Rv3671c inh 0.
For CCNC(=O)c1cc(Cl)ccc1OC the results were BH1578 lux ind -0.2, VHR inh abs -8, SSB-PriA inh -13, MazF activator 2, Mtb UGM inh 2.0, FBA Mtb inh 1, SARS 3CLpro inh 1, GDH-TPI counter -9 and Rv3671c inh -11.
Screening CN(C)S(=O)(=O)c1cccc(NC(=O)c2ccc(OC(F)(F)F)cc2)c1 returned BH1578 lux ind -2.4, VHR inh abs -10, SSB-PriA inh -17, MazF activator -1, Mtb BioA inh 1.1, Mtb UGM inh -0.1, FBA Mtb inh -2, SARS 3CLpro inh 5, GDH-TPI counter 0 and Rv3671c inh 0.
Screening O=C(Nc1ccc(S(=O)(=O)N2CCOCC2)cc1)c1ccc(Cl)cc1Cl returned BH1578 lux ind -0.8, VHR inh abs 14, SSB-PriA inh -5, MazF activator 3, Mtb BioA inh 3.2, Mtb UGM inh 0.1, FBA Mtb inh 2, SARS 3CLpro inh 2, GDH-TPI counter 3 and Rv3671c inh -3.
Screening CC(=O)c1ccc(N2CCCCC2)c(F)c1 returned BH1578 lux ind inactive, VHR inh abs 7, SSB-PriA inh -8, MazF activator -5, Mtb UGM inh -2.5, FBA Mtb inh 4, SARS 3CLpro inh -2, GDH-TPI counter 13 and Rv3671c inh 3.
Cc1[nH]c2ccccc2c1C(=O)COC(=O)c1cccc(S(=O)(=O)N2CCCCC2)c1 was read as BH1578 lux ind -1.4, VHR inh abs -7, SSB-PriA inh 4, MazF activator -1, Mtb UGM inh -0.5, FBA Mtb inh -1, SARS 3CLpro inh -4, GDH-TPI counter 19 and Rv3671c inh -87.
Screening CCOc1ccc(NC(=O)CNC(=O)Cc2ccccc2)cc1 returned BH1578 lux ind -10, VHR inh abs 39, SSB-PriA inh 7, MazF activator 4, Mtb BioA inh -3.0, FBA Mtb inh 0, SARS 3CLpro inh -1 and GDH-TPI counter 0.
`CCN(CC)S(=O)(=O)c1ccc(Cl)c(NC(=O)c2cc(Cl)ccc2Cl)c1` gave BH1578 lux ind -0.3, VHR inh abs -4, SSB-PriA inh -9, MazF activator 54*, Mtb BioA inh -0.7, Mtb UGM inh -1.5, FBA Mtb inh 3, SARS 3CLpro inh 2, GDH-TPI counter -4 and Rv3671c inh 14.
Screening CCn1c(-c2ccccc2)csc1=Nc1ccc(S(=O)(=O)O)cc1 returned BH1578 lux ind -0.3, VHR inh abs -6, SSB-PriA inh -3, MazF activator -6, Mtb UGM inh 2.4, FBA Mtb inh -5, SARS 3CLpro inh -4, GDH-TPI counter 7 and Rv3671c inh 0.
For COc1ccc(S(=O)(=O)CCC(=O)Nc2c(C)n(C)n(-c3ccccc3)c2=O)cc1 the results were BH1578 lux ind -0.7, VHR inh abs -8, SSB-PriA inh -8, MazF activator -13, Mtb BioA inh -0.8, Mtb UGM inh -2.3, FBA Mtb inh -3, SARS 3CLpro inh -1, GDH-TPI counter 8 and Rv3671c inh 1.
`CCCn1ncc(C(=O)NC2CCCN(Cc3ccc(Cl)cc3)C2)c1C` (configuration not stated) gave BH1578 lux ind -1.2, VHR inh abs 10, SSB-PriA inh -4, MazF activator -1, Mtb BioA inh -2.6, Mtb UGM inh 0.8, FBA Mtb inh 0, SARS 3CLpro inh 0, GDH-TPI counter 2 and Rv3671c inh -4.
`O=c1c2ccccc2nnn1Cc1ccccc1Cl` gave BH1578 lux ind -0.2, VHR inh abs -17, SSB-PriA inh -9, MazF activator 1, Mtb BioA inh -1.8, Mtb UGM inh 1.0, FBA Mtb inh 2, SARS 3CLpro inh 0, GDH-TPI counter 1 and Rv3671c inh 1.
`O/N=C/c1ccc2ccccc2c1` gave BH1578 lux ind -0.6, VHR inh abs 12, MazF activator 0, Mtb BioA inh -1.8, Mtb UGM inh -3.3, FBA Mtb inh 0, SARS 3CLpro inh 6, GDH-TPI counter -6 and Rv3671c inh -7.

Screens: PubChem BioAssay, several laboratories
